High-throughput results as filed in PubChem.
IMP-1 inhibitor = blocks Pseudomonas aeruginosa IMP-1 metallo-beta-lactamase | hit rate 0.45% among 290,000 | purified IMP-1, nitrocefin hydrolysis, epi-absorbance fluorescence | inhibition, % at 5.6 µM;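 active = inhibition above the mean plus 3 SD of all compounds in the same screening run, cut at about 4.5% in these data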;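 also: 0% = IMP-1 with DMSO and 100% = DMSO wells lacking enzyme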
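Assay system: purified IMP-1; Quantity: IMP-1 0.2 nM before substrate addition; Medium: HEPES buffer pH 7.1 with ZnSO4 and Brij 35; Incubation: 15 min enzyme–compound preincubation, then 25 min nitrocefin reaction, 25 °C; Signal: fluorescence quenching readout, ex 480/em 530 nm; Controls: DMSO with and without IMP-1; Repeats: singlicate testing.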
UBC9 SUMO inh = blocks human SUMOylation mediated by UBC9; HTRF SUMOylation assay, SAE1/SAE2 + UBC9, in vitro; inhibition, % at 35 µM; hit rate 0.36% among 290,000; P63279; AID 2006; in the data active = inhibition above about 50%, passing the limit was not always enough; also: strong numbers were not always called active
Target sequence (P63279 whole entry, looked up): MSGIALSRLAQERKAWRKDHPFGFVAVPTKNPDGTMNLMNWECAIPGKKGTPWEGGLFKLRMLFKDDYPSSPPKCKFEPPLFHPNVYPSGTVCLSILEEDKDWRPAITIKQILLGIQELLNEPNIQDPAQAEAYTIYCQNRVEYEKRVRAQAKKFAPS
VIM-2 inh = inhibitors of Pseudomonas aeruginosa VIM-2 metallo-beta-lactamase; hit rate 0.89% among 290,000; purified VIM-2, nitrocefin hydrolysis, epi-absorbance fluorescence; inhibition, % at 5.6 µM;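 active = inhibition above the mean of all tested compounds plus 3 SD, cutoff set per screening run, cut at about 7.5% in these data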;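 also: red hydrolysis product quenches plate fluorescence so inhibitors raise well fluorescence; 0% = enzyme with DMSO and 100% = DMSO without enzyme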
pCIP destab = p/CIP protein destabilization. Q05BA5. F442A p/CIP-EGFP cells, EGFP fluorescence, 16 h. decrease of EGFP signal, % at 10 µM. hit rate 0.01% among 290,000;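 active = EGFP signal decrease of at least 30% at 10 µM or well 3 SD below plate mean, unless failing retest; inactive = the rest, including hits failing retest or dose response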; also: some compounds called inactive have numbers as strong as hits; many of its hits are not listed in these tables
PHOSPHO1 inh = blocks human PHOSPHO1 phosphatase activity; Q8TCT1; hit rate 1.1% among 290,000; recombinant PHOSPHO1, absorbance phosphatase assay; inhibition, % at 13.3 µM; in the data active = inhibition above about 60%
MEKK3 PB1 HTS = modulators (inhibitors or enhancers) of MEK5 binding to human MEKK3 PB1 domain; Q99759; bead-based flow cytometry, Alexa488-MEK5 binding to MEKK3; actives lie on both sides; 0 = blocked by unlabeled MEK5, 100 = vehicle; binding response (% of control), % at 10 µM; hit rate 1.4% among 290,000;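 active = binding response more than 3 SD above or below the average of its plate-row segment, actives on both sides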;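 also: Alexa488 bead fluorescence after subtracting the streptavidin-only scavenger bead signal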
Target sequence (Q99759 whole entry, looked up, the tested form may be a part): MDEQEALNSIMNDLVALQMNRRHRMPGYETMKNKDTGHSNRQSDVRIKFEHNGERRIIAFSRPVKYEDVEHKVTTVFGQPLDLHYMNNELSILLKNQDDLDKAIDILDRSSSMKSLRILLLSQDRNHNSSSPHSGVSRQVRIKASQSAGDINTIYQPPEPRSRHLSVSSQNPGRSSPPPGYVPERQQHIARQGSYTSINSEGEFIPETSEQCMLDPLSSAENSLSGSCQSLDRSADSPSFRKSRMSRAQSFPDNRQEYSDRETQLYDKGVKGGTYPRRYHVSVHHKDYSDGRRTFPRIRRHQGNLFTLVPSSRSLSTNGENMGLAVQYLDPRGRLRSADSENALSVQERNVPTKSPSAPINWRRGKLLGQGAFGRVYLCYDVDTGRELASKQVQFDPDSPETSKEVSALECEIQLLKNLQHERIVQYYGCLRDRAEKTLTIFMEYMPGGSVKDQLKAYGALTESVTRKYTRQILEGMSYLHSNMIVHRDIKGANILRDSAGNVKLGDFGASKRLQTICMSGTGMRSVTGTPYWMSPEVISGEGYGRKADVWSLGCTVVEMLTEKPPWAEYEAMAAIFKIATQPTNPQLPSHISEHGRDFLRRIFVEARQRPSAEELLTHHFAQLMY
FID counter = counter-screen for HCV NS3 helicase inhibitors: DNA intercalator displacement | DNA fluorescent intercalator displacement, fluorescence | inhibition, % at 7.9 µM | hit rate 0.17% among 290,000; in the data active = inhibition above about 37%;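 also: 0% = vehicle and 100% = reference compound; higher means more ethidium bromide displaced from hairpin DNA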
NS3 helicase inh = inhibitors of Hepatitis C virus NS3 helicase | NS3 helicase DNA unwinding, Cy5 molecular beacon fluorescence | inhibition, % at 10.9 µM | hit rate 0.56% among 290,000;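 active = inhibition above the mean of all tested compounds plus 3 SD, set per campaign, cut at about 35% in these data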;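 also: 0% = DMSO wells and 100% = thioflavine S control wells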
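assay system = NS3 helicase fragment of HCV | buffer or medium = MOPS pH 6.5, MgCl2, DTT, Tween20, BSA | timing = 60 min unwinding reaction at 25 °C after ATP addition | signal = Cy5 beacon fluorescence read at start and 1 h | read-out basis = % inhibition of unwinding | control set = low DMSO, high thioflavine S at 110 µM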
IDE cell activ = boosts human insulin-degrading enzyme activity in HEK cells | P14735 | FAbeta-B cleavage, fluorescence polarization; 0% vehicle, 100% cell-free pure enzyme wells | activation, % at 5.96 µM | hit rate 0.073% among 340,000;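 active = activation above the mean of all tested compounds plus 3 SD, set per screening campaign, cut at about 17% in these data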
An asterisk follows results filed as active; . = not tested or not shown; [ ] = another dose, or the depositor's remark. The list is partial (hit frequency here may not be typical).

1	O=C(CCC(=O)NC1CCN(Cc2ccccc2)CC1)NCc1ccco1
2	CCCSc1ccc(-c2nn(-c3ccccc3)cc2/C=C(/C#N)C(=O)NCCCOC)cc1
3	CC(=O)c1cccc(S(=O)(=O)N2CCCC(c3nc(-c4ccc(C)o4)no3)C2)c1 (stereo unspecified)
4	NNC(=O)c1ccc(CN2C(=O)c3cccc4cccc2c34)cc1
5	Cc1ccc2[nH]c3c(=O)n(CCc4cnc[nH]4)cnc3c2c1
6	Cc1ccc(C)c(N2CCN(CCCNC(=O)Cn3cccc3C(=O)c3ccccc3)CC2)c1
7	OCCC#Cc1ccc(CN2CCN(Cc3ccccc3)C(CCO)C2)cc1 (stereo unspecified)
8	COc1cc(/C=C(/NC(=O)c2ccccc2)C(=O)N2CCN(C)CC2)c([N+](=O)[O-])cc1OC
assay / entry	1	2	3	4	5	6	7	8
IMP-1 inhibitor	-0.4	0.2	-2.4	-1.2	-2.0	-1.4	-3.1	-4.1
UBC9 SUMO inh	4	21	4	20	-10	6	-5	18
VIM-2 inh	0.6	0.2	-2.0	2.6	-0.8	-0.9	-2.5	-3.5
pCIP destab	-12	0	-8	-8	-6	-5	-6	-6
PHOSPHO1 inh	4	-1	0	36	16	-18	28	0
MEKK3 PB1 HTS	102	100	103	99	85	111	106	130*
FID counter	-2	-7	-18	-19	8	11	1	0
NS3 helicase inh	2	11	17	10	7	-39	-8	-1
IDE cell activ	-1	2	5	3	-2	5	-2	-1

9	CCN(CC)c1nc(N2CCOCC2)c(C#N)c2c1CN(C)CC2
10	COCCNC(=O)c1ccc(CN2CCC(Cc3ccccc3)CC2)cc1
11	O=C(Nc1ccc(NC(=O)c2cccs2)cc1)c1ccc(Br)o1
12	O=C(Nc1nc(-c2cccs2)cs1)c1cccc(S(=O)(=O)N2CCCCC2)c1
13	O=C(ONC1=NCCCCC1)c1ccc(Cl)cc1
14	COc1ccc(C(=O)NCCc2nnc3ccc(SCC(=O)Nc4cc(C)on4)nn23)cc1
15	Cc1ccc(-c2n[nH]c(=O)c3ccccc23)cc1S(=O)(=O)NCCO
16	Cc1ccc(NC(=O)Nc2nnc(CSCCOc3ccc(Cl)cc3)s2)cc1
assay / entry	9	10	11	12	13	14	15	16
IMP-1 inhibitor	-1.8	-1.7	-2.4	-2.7	-3.2	-3.8	-1.4	-0.5
UBC9 SUMO inh	20	26	14	-27	1	15	6	22
VIM-2 inh	-0.1	-1.7	-1.1	-2.2	-2.0	-2.6	1.3	-2.0
pCIP destab	-5	-6	3	-5	-7	-10	8	-9
PHOSPHO1 inh	2	34	20	-3	-24	-2	17	-2
MEKK3 PB1 HTS	95	107	98	104	103	104	100	105
FID counter	-3	6	-3	-3	-3	-11	-4	-2
NS3 helicase inh	-5	-4	-2	-13	1	-2	2	3
IDE cell activ	4	0	-2	1	-1	-5	-2	-5

17	Cc1ccc(SCC(=O)O/N=C(\N)c2ccncc2)cc1
18	O=C(Cc1cccs1)Nc1nnc(-c2ccncc2)s1
19	Cc1nc2ccccc2cc1OCc1ccc(Cl)cc1
20	COc1ccccc1C(=O)N/C(=C\c1cn(S(=O)(=O)N(C)C)c2ccccc12)C(=O)N1CCCC1
21	Cc1cc(NC(=O)c2c(-c3c(Cl)cccc3Cl)noc2C)n(C)n1
22	Cn1c(=O)n(C)c2cc(NC(=O)COc3ccc(F)cc3F)ccc21
23	COc1ccc(OC)c(CCNC(=O)c2nn(C)c3c2CS(=O)(=O)c2ccccc2-3)c1
24	CCOc1ccc(C(=O)NCC(=O)OCC(=O)c2ccc3c(c2)-c2ccccc2C3)cc1
assay / entry	17	18	19	20	21	22	23	24
IMP-1 inhibitor	-1.9	-1.6	-1.5	-0.3	-2.4	-4.0	-0.5	-0.6
UBC9 SUMO inh	5	14	23	1	-1	1	.	-10
VIM-2 inh	-1.2	-2.8	-1.2	-0.8	-2.0	-2.0	-5.8	-2.2
pCIP destab	4	-8	-20	-8	0	1	-1	-6
PHOSPHO1 inh	36	-4	-4	44	12	.	53	-3
MEKK3 PB1 HTS	102	103	101	99	107	102	101	101
FID counter	-18	-8	-10	-50	-1	-15	-24	-6
NS3 helicase inh	-2	-7	-8	-44	-18	4	-4	3
IDE cell activ	2	7	1	6	-2	5	8	-11

25	COc1ccc(-c2cc(C(=O)N3CCCCCC3)no2)cc1OC
26	CCn1ncc(Br)c1C(=O)Nc1ccc(-c2ccno2)cc1
27	CC1CCc2cccc3c2N1c1cc(C#N)c(C#N)cc1O3 (stereo unspecified)
28	Cc1nnsc1Sc1ccccc1
29	Cc1[nH]c2ccc(S(N)(=O)=O)cc2c1C
30	CC(=O)C1=NOC2C(=O)N(c3ccc(Cl)cc3)C(=O)C12 (stereo unspecified)
31	CNS(=O)(=O)c1cnccc1N1CCN(c2cccc(Cl)c2)CC1
32	Cc1cccc(-n2c(-c3csc(C)c3)n[nH]c2=S)c1
assay / entry	25	26	27	28	29	30	31	32
IMP-1 inhibitor	-1.8	1.5	-3.6	-2.6	-2.5	-2.5	-4.1	-2.6
UBC9 SUMO inh	-2	0	-1	-8	16	25	-3	-3
VIM-2 inh	-0.2	1.1	-5.0	-2.9	1.9	0.4	-2.1	7.7*
pCIP destab	-7	-1	-18	2	4	-20	-15	5
PHOSPHO1 inh	24	32	16	29	14	.	-13	99*
MEKK3 PB1 HTS	100	99	99	107	81*[inhibitor]	95	103	81
FID counter	-30	-16	-8	-2	-2	-4	-2	-23
NS3 helicase inh	-6	4	1	-1	1	6	-4	3
IDE cell activ	2	4	-1	7	3	-1	-1	-26

33	CCC(C)(C)NC(=O)/C=C/c1cccs1
34	O=c1oc2ccccc2cc1-c1nc2c(s1)CCCC2
35	O=C(CN1C(=O)NC2(CCCC2)C1=O)Nc1ccc(F)c([N+](=O)[O-])c1
36	O=C(c1cc(COc2c(F)cccc2F)on1)N1CCCCCC1
37	CCC(c1nnnn1CC1CCCO1)N(CCN1CCOCC1)Cc1cc2cc(C)ccc2[nH]c1=O (stereo unspecified)
38	N#Cc1cc2c(nc1SCC(=O)NCc1ccc3c(c1)OCO3)CCCCC2
39	COC(=O)c1sccc1NC(=O)COc1ccc(Cl)cc1Cl
40	COCC(=O)N1CCC(Oc2ccc(C(=O)N3CCCCCC3)cc2)CC1
assay / entry	33	34	35	36	37	38	39	40
IMP-1 inhibitor	1.9	-0.6	-1.8	-2.8	-3.9	-1.4	-1.8	-0.7
UBC9 SUMO inh	-2	45	-4	10	-2	4	0	-1
VIM-2 inh	2.5	-0.4	0.3	-1.4	-2.9	-1.3	-0.2	-0.9
pCIP destab	-3	-10	4	2	-3	-7	4	2
PHOSPHO1 inh	14	5	24	8	38	-3	-4	43
MEKK3 PB1 HTS	97	.	101	99	100	102	96	101
FID counter	1	1	8	-20	-4	-1	4	-32
NS3 helicase inh	8	3	10	-8	-1	-23	0	0
IDE cell activ	3	5	4	4	3	3	-2	2

41	O=C(Nc1cccc(O)c1)C(Cc1ccccc1)N1C(=O)c2cccc3cccc(c23)C1=O (stereo unspecified)
42	COc1ccc(/C=C/C(=O)O)cc1S(=O)(=O)NCc1ccco1
43	O=C(/C=C/c1cccc(Cl)c1)OCc1cn2cc(Cl)ccc2n1
44	Cc1ccc(O)c(NC(=O)CCC2CCCCC2)c1
45	Cc1c(C(=O)N2CCN(Cc3ccc4c(c3)OCO4)CC2)cccc1[N+](=O)[O-]
46	O=c1c(C(c2ccc(O)cc2)c2c(O)nc3n(c2=O)CCCS3)c(O)nc2n1CCCS2
47	O=C(O)CSc1cn(Cc2ccccc2)c2ccccc12
48	O=C(OCCN1C(=O)c2ccccc2C1=O)c1ccc(S(=O)(=O)N2CCCCCC2)cc1
assay / entry	41	42	43	44	45	46	47	48
IMP-1 inhibitor	-1.4	-1.5	-4.0	-1.0	-0.1	-3.0	-0.1	-3.3
UBC9 SUMO inh	43	11	7	-19	12	-1	3	-11
VIM-2 inh	-2.9	-0.8	-3.6	1.7	-1.6	-0.7	1.2	-0.8
pCIP destab	5	-2	5	0	-2	-10	2	11
PHOSPHO1 inh	-4	16	51	42	8	65*	16	-3
MEKK3 PB1 HTS	140*	106	103	93	93	101	104	102
FID counter	-12	-3	-9	-4	-9	-3	-16	0
NS3 helicase inh	15	9	1	-9	-3	0	22	6
IDE cell activ	4	7	3	-2	7	2	1	4

49	O=C(c1ccco1)N1CCN(c2nc3ccccc3c(=O)n2-c2ccccc2)CC1
50	CCN(CC)C1CCCCC1NS(=O)(=O)c1ccc(Cl)cc1 (stereo unspecified)
51	Cc1cccc(Cn2c(SCC(=O)Nc3ccccc3)nc3c2c(=O)[nH]c(=O)n3C)c1
52	Cc1cccnc1NC(=O)C1COc2ccccc2O1 (stereo unspecified)
assay / entry	49	50	51	52
IMP-1 inhibitor	-3.5	-1.1	-2.3	-2.1
UBC9 SUMO inh	8	0	18	1
VIM-2 inh	-4.2	-2.8	0.1	-2.8
pCIP destab	-9	11	-7	4
PHOSPHO1 inh	32	26	22	-1
MEKK3 PB1 HTS	92	109	105	104
FID counter	-28	2	-16	-4
NS3 helicase inh	1	5	-12	-19
IDE cell activ	-2	2	3	6

Entries of single compounds, looked up by structure. Values in the order: IMP-1 inhibitor, UBC9 SUMO inh, VIM-2 inh, pCIP destab, PHOSPHO1 inh, MEKK3 PB1 HTS, FID counter, NS3 helicase inh, IDE cell activ
Cc1cccc(-n2c(-c3csc(C)c3)n[nH]c2=S)c1 as listed: -2.6, -3, 7.7*, 5, 99*, 81, -23, 3, -26
CCn1ncc(Br)c1C(=O)Nc1ccc(-c2ccno2)cc1 as listed: 1.5, 0, 1.1, -1, 32, 99, -16, 4, 4
O=C(CN1C(=O)NC2(CCCC2)C1=O)Nc1ccc(F)c([N+](=O)[O-])c1 as listed: -1.8, -4, 0.3, 4, 24, 101, 8, 10, 4
CCCSc1ccc(-c2nn(-c3ccccc3)cc2/C=C(/C#N)C(=O)NCCCOC)cc1 as listed: 0.2, 21, 0.2, 0, -1, 100, -7, 11, 2
